Source: PubChem
FBW7 activator: FBW7 E3 ligase activators, primary screen, biochemical, AlphaScreen, human | F-box/WD repeat-containing protein 7 (Homo sapiens), Q969H0 | AlphaScreen FBW7–phospho-cyclin E peptide binding, activator screen | normalized activity (activation), % at 26.1 µM | 650,000 compounds, 0.13% hits; in the data active = normalized activity above about 1.9%;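 note: purified mutant Fbw7 with reduced substrate affinity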
MITF inh: MITF inhibitors, primary screen, biochemical, AlphaScreen, human; AlphaScreen MITF homodimerization, bead proximity signal; inhibition, % at 2.6 µM; 650,000 compounds, 0.91% hits; AID 1259374, 2018; in the data active = inhibition above about 50%;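 note: 0% = vehicle wells with protein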
Target sequence (O75030 whole entry, looked up): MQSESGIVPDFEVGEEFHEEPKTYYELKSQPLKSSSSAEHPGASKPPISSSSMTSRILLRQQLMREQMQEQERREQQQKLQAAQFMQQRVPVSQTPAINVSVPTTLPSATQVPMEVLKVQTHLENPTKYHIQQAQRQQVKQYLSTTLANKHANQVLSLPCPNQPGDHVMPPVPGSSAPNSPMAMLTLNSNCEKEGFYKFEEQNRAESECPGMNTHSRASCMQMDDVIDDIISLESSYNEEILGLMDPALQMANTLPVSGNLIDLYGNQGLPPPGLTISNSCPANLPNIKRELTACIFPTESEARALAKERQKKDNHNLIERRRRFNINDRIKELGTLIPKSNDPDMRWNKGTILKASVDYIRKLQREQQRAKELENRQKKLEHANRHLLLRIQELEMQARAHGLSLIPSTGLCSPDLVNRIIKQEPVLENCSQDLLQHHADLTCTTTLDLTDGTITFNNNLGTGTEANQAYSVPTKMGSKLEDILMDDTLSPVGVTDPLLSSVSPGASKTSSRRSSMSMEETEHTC
TEAD-YAP inh: TEAD-YAP interaction inhibition, primary screen, TEAD-YAP interaction inhibitor project, luminescence, HEK-TIYL cells; AID 1259422, 2018; 640,000 compounds, 1.4% hits; TEAD-Gal4/YAP UAS-luciferase luminescence; inhibition, % at 9.12 µM; in the data active = inhibition above about 32%;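 note: 0% = median of test compound wells and 100% = reference inhibitor wells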
GPR151 activ: activators of human GPR151, primary screen, cell-based, PathHunter beta-arrestin, luminescence. G-protein coupled receptor 151 (Homo sapiens), Q8TDV0. activation, % at 11.2 µM. AID 1508602, 2020. PathHunter beta-arrestin GPR151 cells. 650,000 compounds, 1% hits; in the data active = activation above about 4.9%;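 note: 0% = median of compound wells and 100% = cells with positive control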
Target sequence (Q8TDV0 whole entry, looked up): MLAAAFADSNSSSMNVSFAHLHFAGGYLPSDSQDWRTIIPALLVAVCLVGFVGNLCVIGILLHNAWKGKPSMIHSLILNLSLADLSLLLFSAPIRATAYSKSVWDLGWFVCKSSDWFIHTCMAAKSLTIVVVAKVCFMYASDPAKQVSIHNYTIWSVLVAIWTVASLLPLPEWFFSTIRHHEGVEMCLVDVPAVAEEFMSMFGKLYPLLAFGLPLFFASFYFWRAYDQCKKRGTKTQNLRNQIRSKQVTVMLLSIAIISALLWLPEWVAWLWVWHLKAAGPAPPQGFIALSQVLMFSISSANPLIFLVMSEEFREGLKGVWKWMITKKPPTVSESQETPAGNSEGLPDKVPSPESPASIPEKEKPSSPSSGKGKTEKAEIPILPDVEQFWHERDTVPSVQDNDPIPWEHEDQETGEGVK
* marks the source's active call; other numbers are inactive results; . = not tested or not shown.

SMILES	FBW7 activator	MITF inh	TEAD-YAP inh	GPR151 activ
CC(C)(C)c1ccc(C(=O)Nc2ccc3c(c2)Cc2ccccc2-3)cc1	0.2	7.4	-0.3	0.9
CCCOC(=O)C1=C(C)NC(=O)NC1c1ccccc1OCc1ccccc1 (stereo not given)	0.2	-5.2	-11.7	0.1
CC12CCC(C/C1=N/NC(=O)Cc1ccccc1)C2(C)C (stereo not given)	1.1	2.6	-6.1	0.1
NCCCC[C@@H]1NC(=O)[C@@H]2C[C@H](NC(=O)Nc3cccc4ccccc34)CN2C1=O	0.0	12.6	19.4	-0.1
COc1ccc(C2=NN(c3nc(-c4ccc(Br)cc4)cs3)C(c3ccc(OC)cc3)C2)cc1 (stereo not given)	0.0	-4.5	-5.0	1.4
COc1cc(CO)cc(Cl)c1OCc1ccc(F)cc1	-0.1	4.2	1.9	-0.3
COC(=O)C1=CN(C)C=C(C(=O)OC)C1c1cccc(Cl)c1	0.7	-3.3	-10.5	-0.1
CC(=O)OCC(=O)Nc1cc(C)cc(C)c1	-0.1	7.3	-3.6	0.3
O=C(NCc1nc2ccccc2[nH]1)c1cccc(N2CCN(Cc3ccc4c(c3)OCO4)CC2)n1	-0.2	9.1	15.4	1.2
COc1ccc(-c2nnc3sc(NC(=O)COc4ccccc4F)nn23)cc1OC	0.0	5.1	5.3	1.1
CC(=O)Nc1nc(-c2ccc3c(c2)OCCO3)cs1	0.0	10.0	-66.8	-2.6
Cc1onc(C(=O)Nc2ccc(C#N)cc2)c1[N+](=O)[O-]	0.1	7.0	6.8	-0.5
O=S(=O)(/N=C(/Nc1ccccc1)C(F)(F)F)c1ccccc1	0.0	7.8	-6.4	1.6
CCN(CC)c1nc(Nc2ccccc2)nc(N2CCc3ccccc3C2)n1	0.0	36.6	-1.7	-0.2
CC(C)(C)n1nnnc1CN1CCN(c2cccc(C(F)(F)F)c2)CC1	0.1	3.3	17.0	1.2
CC(C)(C)C1CCc2c(sc(NC(=O)Cc3ccccc3)c2C(N)=O)C1 (stereo not given)	-0.1	-6.4	-5.2	0.5
O=C(NCCCN1CCCC1=O)c1ccnc(NCCN2CCOCC2)c1	0.3	24.9	-4.6	0.4
Cc1ccc(-n2nc3c(c2NC(=O)c2ccc(Cl)cc2Cl)CSC3)cc1	-0.3	3.2	-0.2	0.0
CCCCNC(=O)c1cn(CC)c2ccc(S(=O)(=O)N3CCC(C)CC3)cc2c1=O	0.1	20.3	4.8	-0.5
O=C1CC(c2ccccc2)CC(=O)C1=CN1CCOCC1 (stereo not given)	0.3	-15.6	-6.3	-1.8
CC(NC(=O)c1cc2cc([N+](=O)[O-])ccc2oc1=O)c1ccc2c(c1)OCO2 (stereo not given)	0.1	-0.4	1.2	1.9
COC(=O)c1ccc(N2C(=O)C3CC=CCC3C2=O)cc1 (stereo not given)	-0.2	-4.2	-4.5	0.8
CC(=O)Oc1ccccc1C(=O)N(Cc1cccs1)C1CCS(=O)(=O)C1 (stereo not given)	1.0	16.5	-1.3	-0.7
CCC(=O)N1CCCc2cc(NS(=O)(=O)CC(C)C)ccc21	0.2	1.6	10.6	0.7
O=C(c1ccccc1[N+](=O)[O-])N1CCN(c2cc(-c3ccccc3)ncn2)CC1	0.0	-8.6	-12.9	0.6

Some of the entries so far, with two lines to a compound:
Each structure is followed by: FBW7 activator	MITF inh	TEAD-YAP inh	GPR151 activ
COc1ccc(C2=NN(c3nc(-c4ccc(Br)cc4)cs3)C(c3ccc(OC)cc3)C2)cc1 (stereo not given)
 : 0.0	-4.5	-5.0	1.4
COc1cc(CO)cc(Cl)c1OCc1ccc(F)cc1
 : -0.1	4.2	1.9	-0.3
COC(=O)C1=CN(C)C=C(C(=O)OC)C1c1cccc(Cl)c1
 : 0.7	-3.3	-10.5	-0.1
CC(=O)OCC(=O)Nc1cc(C)cc(C)c1
 : -0.1	7.3	-3.6	0.3
O=C(NCc1nc2ccccc2[nH]1)c1cccc(N2CCN(Cc3ccc4c(c3)OCO4)CC2)n1
 : -0.2	9.1	15.4	1.2
COc1ccc(-c2nnc3sc(NC(=O)COc4ccccc4F)nn23)cc1OC
 : 0.0	5.1	5.3	1.1

The listing picks up, starting 2 compounds before the break.
SMILES	FBW7 activator	MITF inh	TEAD-YAP inh	GPR151 activ
CCC(=O)N1CCCc2cc(NS(=O)(=O)CC(C)C)ccc21	0.2	1.6	10.6	0.7
O=C(c1ccccc1[N+](=O)[O-])N1CCN(c2cc(-c3ccccc3)ncn2)CC1	0.0	-8.6	-12.9	0.6
CC(C)C[C@H]1NC(=O)[C@@H]2C[C@H](NCc3ccc(C(C)(C)C)cc3)CN2C1=O	0.1	13.9	2.5	0.6
Cc1cc(I)ccc1NC(=O)COC(=O)CCc1ccccc1	0.1	-9.5	-5.9	-1.0
COc1ccc(S(=O)(=O)N(c2cccc(C)n2)S(=O)(=O)c2ccc(OC)cc2)cc1	0.1	-0.4	-4.6	2.7
CC(C)(C)NC(=O)Cn1nnc(-c2ccccc2F)n1	0.2	17.8	-24.4	0.2
COc1ccc(S(=O)(=O)N2CCN(Cc3cc(OC)c(OC)c(OC)c3)CC2)cc1	0.0	55.9*	1.4	-1.7
COc1ccc(/C=C2/SC(=Nc3ccc(C)cc3)NC2=O)cc1OC	0.3	18.2	-1.6	0.4
O=C(c1ccc(Cl)cc1Cl)N1CCN(c2ccc([N+](=O)[O-])cc2)CC1	-0.1	3.3	5.5	-0.6
COc1ccc(-n2nc(C(=O)N3CCOCC3)c3ccccc3c2=O)cc1	-0.1	17.3	-8.3	-0.3
COc1ccc(S(=O)(=O)N(CC(N)=O)c2ccccc2)cc1OC	0.2	-4.9	4.6	0.6
O=[N+]([O-])c1ccc2c(c1)OC1(CCCCC1)O2	0.0	-0.2	-8.2	-0.7
Cc1cccc(CS(=O)(=O)CC2Nc3ccc(C(=O)NCc4ccco4)cc3NC2=O)c1 (stereo not given)	1.3	13.7	3.5	-0.7
O=C(N/N=C\c1cccc2ccccc12)c1cnccn1	0.0	13.0	-10.7	0.1
Cc1cnc(CNc2nc3cc(S(C)(=O)=O)ccc3n3ccnc23)cn1	0.2	15.6	-11.4	1.5
COc1cccc(C2CC(c3ccc(Br)cc3)=NN2C(=O)CCCC(=O)O)c1OC (stereo not given)	0.2	-5.7	-4.8	1.8
O=C(c1n[nH]c2c1CCC2)N1CCC(n2c(C3CCC3)nc3cccnc32)CC1	-0.3	-0.1	-19.4	2.5
O=C(CSc1ncnc2ccccc12)Nc1ccc2nsnc2c1	0.0	-9.1	0.5	-0.9
COCCNc1c(-c2cc(Br)cs2)nc2cnccn12	0.9	24.0	-6.8	2.6
Cc1nc(N2CCN(c3ccccn3)CC2)c2c(C)c(C(=O)Nc3c(F)cccc3F)sc2n1	0.1	-1.9	-6.3	-0.1
FC(F)(F)c1ccccc1CNCc1ccccn1	-0.9	25.6	-3.7	0.8
Cc1cc(N)c(O)c2ncccc12	-0.4	81.0*	5.9	0.0
CCc1ccc(NC(=O)c2ccc(F)c(S(=O)(=O)N(CC)c3ccccc3)c2)cc1	0.1	18.7	1.0	-1.8
Cc1cc(N2C(=O)C3C4CCC(C4)C3C2=O)ccc1N1C(=O)c2ccc(Cl)cc2C1=O (stereo not given)	-0.1	7.3	1.5	3.6
COc1ccc(-c2noc(-c3ccc(Br)cc3)n2)cc1	0.1	5.6	-10.9	-0.5
CCCCN(C)C(=O)CC(NS(=O)(=O)c1ccc(OC)cc1)c1ccc(OC)cc1 (stereo not given)	0.2	16.3	6.4	-1.1
Clc1ccc(-n2ncc3c(N4CCCc5ccccc54)ncnc32)cc1	0.5	15.1	15.0	0.1

Other compounds:
SMILES	FBW7 activator	MITF inh	TEAD-YAP inh	GPR151 activ
Cc1ccc2[nH]c(=O)c(CN(Cc3ccc(F)cc3)C(=O)N3CCOCC3)cc2c1	0.3	-3.1	4.1	-0.4
Nc1cccc(-c2ccc(C(=O)NCCOc3ccccc3)s2)c1	0.2	-9.0	-44.4	-2.0
CCOC(=O)c1ccc(NC(=O)C2CC(=O)N(C)C(=Nc3ccc(C)c(C)c3)S2)cc1 (stereo not given)	0.2	32.8	-1.5	0.2
CCOC(=O)c1ccc(NC(=O)/C(=C/c2cccc(Br)c2)NC(=O)c2ccco2)cc1	0.1	-4.6	13.2	-1.2
CC(=O)Oc1ccc(/C(C)=N/NC(=O)c2ccccn2)cc1	0.0	14.0	8.0	-2.0
CN(C)C(=S)N(C#N)c1nc(N(C)C)nc(N(C)C)n1	0.2	-0.5	3.6	-0.1
CC(NC(=O)CSc1ncccc1C(=O)O)C1CC2CCC1C2 (stereo not given)	0.8	7.0	-7.1	-0.6
Cc1nc(COC(=O)c2ccc(CO)cc2)cs1	0.1	4.8	-4.3	-1.9
COc1ccc(-c2noc(CC(=O)Nc3ccccc3Cl)n2)cc1	-0.1	-45.1	0.9	-0.7
COc1ccccc1/C=C/CN1CCc2nnc(CCNC(=O)C3CCCCC3)n2CC1	0.2	9.1	6.5	-2.2
Cc1ccc(-c2nnc(C3CCN(S(=O)(=O)c4cccc([N+](=O)[O-])c4)CC3)o2)cc1	0.5	18.5	-2.4	-0.8
COc1cc(/C=N/Nc2ncc(Cl)cc2Cl)cc(OC)c1	0.1	-0.4	-5.0	2.8
CC1CCC2C(=O)N(c3cccc(OC(=O)c4ccc(Br)cc4)c3)C(=O)C2C1 (stereo not given)	-0.2	-2.5	-4.2	0.5
Cc1cc(-n2c(C)nc3ccccc3c2=O)ccc1NC(=O)c1cc2ccccc2oc1=O	0.1	17.8	-7.2	-0.1
NC1=NC(=O)/C(=C/c2ccc(O)cc2)S1	.	-8.0	.	1.6
CCC1(CO)CSC(Nc2ccc(Cl)cc2)=N1 (stereo not given)	-0.2	-3.2	-39.5	-0.3
COC(=O)c1cc(NC(=O)C2CC(=O)N(c3ccc(C)cc3)C2)cc(C(=O)OC)c1 (stereo not given)	0.4	10.4	-1.7	-0.7
Cc1c(Cl)cccc1NC(=O)CSc1nnc2c(n1)[nH]c1ccc(S(=O)(=O)N3CCOCC3)cc12	0.7	-0.4	15.0	0.1
OCCN1CCN(CC(O)Cn2c3ccccc3c3ccccc32)CC1 (stereo not given)	0.1	-6.3	-8.8	0.9
CCOc1ccc(C(=O)Oc2cccc3cccnc23)cc1Br	-0.5	-3.0	-8.4	0.1
CCCCC1=NN2C(=N)/C(=C/c3ccccc3)C(=O)N=C2S1	0.0	2.0	-1.6	-0.4
CCOC(=O)/C(C#N)=C1/C=Cc2cc(C)ccc2N1CC	-0.3	2.5	-36.4	2.0
COc1ccc(/C=C2\C=C(c3ccccc3)N(c3ccc(Cl)c(Cl)c3)C2=O)cc1	-0.3	3.9	-7.2	0.6
Cn1nc(C(=O)NNC(=O)COc2ccccc2-c2ccccc2)c2ccccc2c1=O	-0.1	1.8	0.8	0.5
CC1=CC(c2ccc(Cl)cc2)n2nc(NC(=O)c3ccco3)nc2N1 (stereo not given)	-0.1	0.8	-2.1	0.3

Additional compounds follow.
SMILES	FBW7 activator	MITF inh	TEAD-YAP inh	GPR151 activ
O=C(O)/C=C/c1cccc(Oc2ccccc2)c1	0.1	-1.6	1.9	-0.7
CCOc1cc(/C=C(/C#N)C(N)=O)cc(Br)c1O	0.3	12.5	4.2	-1.1
O=C(CSc1nc2ccccc2o1)N1CCc2ccccc21	0.0	2.6	-4.6	-0.1
Cn1c(=O)[nH]c(=O)c2c1nc(Br)n2CC(O)COc1ccccc1 (stereo not given)	1.0	10.1	-1.6	-1.2
COc1ccc(C(=O)C(OC(=O)/C=C/c2ccccc2)c2ccccc2)cc1 (stereo not given)	0.6	7.4	-4.9	-1.2
Cc1cc([N+](=O)[O-])ccc1NC(=O)C(CC(C)C)N1C(=O)c2ccccc2C1=O (stereo not given)	0.6	2.4	3.0	-0.6
C=CCN1C(=O)/C(=C2\SC(=S)N(CCOC)C2=O)c2ccccc21	0.2	7.6	1.2	1.2
Cc1cc(C)c(NC(=O)c2cc(S(=O)(=O)N3CCCC3)ccc2F)c(C)c1	-0.1	11.2	11.6	2.6
COc1ccc2c(C)c(CC(=O)O)c(=O)oc2c1C	0.7	1.0	-9.2	-0.9
CCN1C(=O)C(=O)N(CC(=O)Nc2ccccc2Cc2ccccc2)C1=O	0.0	2.4	-7.5	2.0
Cc1cccc(Cc2nnc(CCC(=O)NC3CCCN(Cc4ccccc4)C3)o2)c1 (stereo not given)	0.2	3.0	-47.5	3.2
CCS(=O)(=O)N1Cc2ccccc2CC1C(=O)N1CCN(c2ccccc2)CC1 (stereo not given)	0.0	9.1	-0.9	0.5
CCOC(=O)C(=O)NCCc1ccc(OC)c(OC)c1	-0.2	-13.7	4.1	0.9
N=c1oc2cc(O)ccc2cc1C(=O)Nc1ccc(F)cc1	0.0	-5.4	-38.3	-4.0
CCCCOc1ccccc1C1NC(=O)NC(C)=C1C(=O)OCCOC (stereo not given)	0.1	1.7	-13.9	-0.7
CC(C)CN(CCNC(=O)CN1CCN(Cc2ccc(Cl)cc2)C1=O)CC(C)C	0.1	-3.5	3.8	0.5
Cc1c(C(=O)NCC2COC3(CCCC3)O2)cccc1[N+](=O)[O-] (stereo not given)	-0.1	-11.1	5.4	-2.0
O=C(O)/C=C\C(=O)Nc1ccccc1F	0.0	-4.6	3.1	2.4

Part of the list above, in markdown:
| Structure | FBW7 activator | MITF inh | TEAD-YAP inh | GPR151 activ |
| --- | --- | --- | --- | --- |
| CCOC(=O)C(=O)NCCc1ccc(OC)c(OC)c1 | -0.2 | -13.7 | 4.1 | 0.9 |
| N=c1oc2cc(O)ccc2cc1C(=O)Nc1ccc(F)cc1 | 0.0 | -5.4 | -38.3 | -4.0 |
| CCCCOc1ccccc1C1NC(=O)NC(C)=C1C(=O)OCCOC (stereo not given) | 0.1 | 1.7 | -13.9 | -0.7 |
